BaF3 parental = parental Ba/F3 viability inhibition as JAK2V617F counter-screen; inhibition, % at 5.6 µM; CellTiter-Glo ATP luminescence; 220,000 compounds, 1.1% hits;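 active = inhibition above a per-campaign cutoff, the mean inhibition of all tested compounds plus 3 SD, cut at about 27% in these data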;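 note: 0% = DMSO wells and 100% = JAK Inhibitor I control wells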
p47phox inh = inhibitors of human p47phox binding | p47phox/p22phox peptide binding, fluorescence polarization, 2 h | inhibition, % at 24.7 µM | 220,000 compounds, 0.53% hits | AID 1274;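 active = inhibition above about 30%, limit read from the data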;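 note: 0% = p47phox with labelled peptide and 100% = labelled peptide alone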
Target sequence (P14598 whole entry, looked up): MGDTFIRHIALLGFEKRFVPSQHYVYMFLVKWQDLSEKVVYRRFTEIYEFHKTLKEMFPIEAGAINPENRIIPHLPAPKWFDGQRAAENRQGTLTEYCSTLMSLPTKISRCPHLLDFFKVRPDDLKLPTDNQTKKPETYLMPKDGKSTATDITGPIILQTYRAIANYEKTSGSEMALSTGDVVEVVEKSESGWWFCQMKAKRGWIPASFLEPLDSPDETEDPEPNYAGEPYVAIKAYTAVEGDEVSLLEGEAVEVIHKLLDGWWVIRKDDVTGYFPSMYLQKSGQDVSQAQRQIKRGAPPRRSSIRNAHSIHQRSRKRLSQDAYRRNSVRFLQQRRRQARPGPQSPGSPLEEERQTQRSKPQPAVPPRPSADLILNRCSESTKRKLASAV
PGE2 EP2 inh = blocks the human prostaglandin E2 receptor EP2 | P43116 | C6 glioma cells expressing human EP2, cAMP TR-FRET; cells stimulated with saturating PGE2 | inhibition, % at 25 µM | 260,000 compounds, 0.52% hits | AID 1422;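 active = percent inhibition above 40 after rounding to a whole number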;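 note: rat C6 glioma host cells with rolipram phosphodiesterase inhibitor present; the protocol text gives 20 µM as final concentration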
Target sequence (P43116 whole entry, looked up): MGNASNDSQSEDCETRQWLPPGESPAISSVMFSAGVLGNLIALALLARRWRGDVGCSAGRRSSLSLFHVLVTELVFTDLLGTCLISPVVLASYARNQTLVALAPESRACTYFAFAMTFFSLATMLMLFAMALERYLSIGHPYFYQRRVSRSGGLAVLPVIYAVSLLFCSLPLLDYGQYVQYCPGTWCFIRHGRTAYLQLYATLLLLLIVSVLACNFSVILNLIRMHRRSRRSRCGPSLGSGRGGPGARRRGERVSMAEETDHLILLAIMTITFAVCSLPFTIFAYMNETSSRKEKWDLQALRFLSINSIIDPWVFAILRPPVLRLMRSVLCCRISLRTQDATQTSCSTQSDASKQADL
Furin inh = human furin inhibition | inhibition, % at 30 µM | AID 463115 | 220,000 compounds, 0.061% hits | purified furin, fluorogenic substrate cleavage | P09958; in the data active = inhibition above about 25%; note: inactives centre near -15
PPC-1+TRAIL kill = compounds killing PPC-1 cancer cells with TRAIL present (potentiator screen, no TRAIL-free arm); PPC-1 cells + TRAIL, ATPLite viability luminescence; cell killing (% activity), % at 4 µM; 220,000 compounds, 0.41% hits;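 active = cell killing above 50% in the first pass at 4 µM, then a duplicate retest at 5 µM averaging 50% or more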;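 note: plate controls were cells with TRAIL plus DMSO for no effect and medium-only wells lacking cells for full effect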
Ba/F3 V617F tox = lowers viability of Ba/F3 cells expressing EpoR and JAK2V617F; ATP luminescence; 220,000 compounds, 1.1% hits; inhibition, % at 5.6 µM; AID 1446;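 active = inhibition above the campaign mean plus 3 SD over all tested compounds, cut at about 24% in these data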;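 note: cytokine-independent growth of Ba/F3 cells driven by EpoR plus mutant JAK2; 0% = DMSO-treated cells and 100% = JAK inhibitor I control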
p97 ATPase inh = blocks human p97 ATPase activity. P55072. 220,000 compounds, 0.42% hits. recombinant p97 ATPase, Kinase-Glo ATP luminescence, 3 h. inhibition, % at 8 µM; in the data active = inhibition above about 15%;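 note: 0% = DMSO vehicle and 100% = wells lacking enzyme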
Tb hexokinase = T. brucei hexokinase 1 inhibition; recombinant TbHK1, G6PDH-coupled NADH A340; inhibition, % at 10 µM; 220,000 compounds, 0.11% hits; AID 1430;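 active = inhibition of 50% or more in the single-dose primary screen; inactive = inhibition below 50%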
RBBP9 inhibitor = human RBBP9 hydrolase inhibition. O75884. 220,000 compounds, 0.2% hits. inhibition, % at 7.94 µM. recombinant RBBP9, FP-Rh probe fluorescence polarization;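 active = inhibition above the campaign mean of all tested compounds plus 3 SD, cut at about 14% in these data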;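 note: plate controls were DMSO wells with RBBP9 for no effect and wells lacking RBBP9 protein for full effect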
Target sequence (O75884 whole entry, looked up): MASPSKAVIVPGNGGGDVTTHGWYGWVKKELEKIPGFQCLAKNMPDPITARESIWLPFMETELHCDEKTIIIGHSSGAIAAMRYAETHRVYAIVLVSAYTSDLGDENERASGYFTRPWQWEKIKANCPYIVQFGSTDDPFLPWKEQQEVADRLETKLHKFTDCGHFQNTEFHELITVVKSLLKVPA
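Measured by – fluorescence polarization · Test system – RBBP9 protein · Input – 2.5 µM RBBP9 dispensing solution, before mixing · Measure – percent inhibition from mP, scaled between DMSO and no-protein wells · Benchmarks – DMSO-treated enzyme wells and wells lacking RBBP9 · Times – preincubation 30 min plus labeling 45 min at 25 °C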
Numbers without * were called inactive; [ ] = remark or other dose.

Cc1cc(=S)nc(-c2ccccn2)[nH]1 was read as BaF3 parental 1, p47phox inh 3, PGE2 EP2 inh 5, Furin inh -10, PPC-1+TRAIL kill 6, Ba/F3 V617F tox 3, p97 ATPase inh 2, Tb hexokinase -14 and RBBP9 inhibitor 3.
COc1ccc(NC(=O)CCCn2c(=O)c3sccc3n(Cc3ccc(C)cc3)c2=O)cc1 was read as BaF3 parental 4, p47phox inh 19, PGE2 EP2 inh 13, Furin inh -16, PPC-1+TRAIL kill 7, Ba/F3 V617F tox -2, p97 ATPase inh 2, Tb hexokinase -1 and RBBP9 inhibitor -1.
Screening Cn1cnnc1Sc1ccc(C(=O)OCC(=O)Nc2ccccc2)cc1[N+](=O)[O-] returned BaF3 parental 0, p47phox inh 13, PGE2 EP2 inh 5, Furin inh -6, PPC-1+TRAIL kill 14, Ba/F3 V617F tox 2, p97 ATPase inh -7, Tb hexokinase -5 and RBBP9 inhibitor -11.
For COc1cccc(CNC(=O)CCC2CCCN(C(=O)c3cc(C)on3)C2)c1 (stereo unspecified) the results were BaF3 parental 9, p47phox inh -4, PGE2 EP2 inh 11, Furin inh -29, PPC-1+TRAIL kill 10, Ba/F3 V617F tox -2, p97 ATPase inh 2, Tb hexokinase -6 and RBBP9 inhibitor -6.
`O=C(NC1CCCCC1)Nn1c(-c2ccccc2)nc2ccccc2c1=O` gave BaF3 parental 9, p47phox inh 1, PGE2 EP2 inh 10, Furin inh -7, PPC-1+TRAIL kill 31, Ba/F3 V617F tox 0, p97 ATPase inh -4, Tb hexokinase -8 and RBBP9 inhibitor -10.
O=C(O)c1cc(-c2ccc(/C=N/N3C(=O)C4C5C=CC(CC5)C4C3=O)o2)ccc1Cl (stereo unspecified) was read as BaF3 parental -3, p47phox inh -7, PGE2 EP2 inh 17, Furin inh 7, PPC-1+TRAIL kill 16, Ba/F3 V617F tox -3, p97 ATPase inh 8, Tb hexokinase -40 and RBBP9 inhibitor -13.
`C=CCOC(=O)C1=C(C)NC(C)=C(C(=O)OCC=C)C1c1ccco1` gave BaF3 parental -1, p47phox inh -5, PGE2 EP2 inh 15, Furin inh -6, PPC-1+TRAIL kill -15, Ba/F3 V617F tox -4, p97 ATPase inh 0, Tb hexokinase -20 and RBBP9 inhibitor -1.
For O=c1c2c([nH]c3ccccc13)CCCC2 the results were BaF3 parental 5, p47phox inh -7, PGE2 EP2 inh 11, Furin inh -20[20 µM], PPC-1+TRAIL kill 18, Ba/F3 V617F tox 1, p97 ATPase inh -3, Tb hexokinase -10 and RBBP9 inhibitor -6.
Screening Cc1nc(/N=C(\N)NC(=O)N2c3ccccc3Sc3ccccc32)nc2ccccc12 returned BaF3 parental 8, p47phox inh -33, PGE2 EP2 inh 10, Furin inh -5, PPC-1+TRAIL kill 31, Ba/F3 V617F tox 0, p97 ATPase inh 1, Tb hexokinase -2 and RBBP9 inhibitor -8.
O=C(Nn1cnc2ccccc2c1=O)c1ccccc1 was read as BaF3 parental 12, p47phox inh 13, PGE2 EP2 inh 10, Furin inh -8, PPC-1+TRAIL kill 22, Ba/F3 V617F tox 7, p97 ATPase inh -3, Tb hexokinase 8 and RBBP9 inhibitor -4.
Oc1ccc(/C=N/NC(=S)Nc2cccnc2)cc1 was read as BaF3 parental -4, p47phox inh -5, PGE2 EP2 inh 6, Furin inh 4, PPC-1+TRAIL kill 40, Ba/F3 V617F tox 5, p97 ATPase inh -2, Tb hexokinase -98 and RBBP9 inhibitor -2.
O=C(/C=C/Nc1ccc(S(=O)(=O)Nc2ncccn2)cc1)c1cccs1 was read as BaF3 parental -4, p47phox inh -19, PGE2 EP2 inh 6, Furin inh -13, PPC-1+TRAIL kill 4, Ba/F3 V617F tox -2, p97 ATPase inh 12, Tb hexokinase -11 and RBBP9 inhibitor 2.
For N#CC1=C(N)C(C#N)(C#N)[C@H](c2ccoc2)[C@H]2CN(Cc3ccccc3)CC=C12 the results were BaF3 parental 3, p47phox inh -16, PGE2 EP2 inh 14, Furin inh -11, PPC-1+TRAIL kill 20, Ba/F3 V617F tox -4, p97 ATPase inh 8, Tb hexokinase -8 and RBBP9 inhibitor -8.
For O=C1NC(=O)C(c2cn(-c3ccccc3)nc2-c2ccc(F)cc2)N1 (stereo unspecified) the results were BaF3 parental 5, p47phox inh -5, PGE2 EP2 inh 13, Furin inh -19[20 µM], PPC-1+TRAIL kill 24, Ba/F3 V617F tox 1, p97 ATPase inh -1, Tb hexokinase -5 and RBBP9 inhibitor 3.
C=CCNC(=S)NNC(=O)C(CCCC)CC(C)O (stereo unspecified) was read as BaF3 parental 6, p47phox inh -6, PGE2 EP2 inh 9, Furin inh -22[20 µM], PPC-1+TRAIL kill -9, Ba/F3 V617F tox 1, p97 ATPase inh 2, Tb hexokinase -4 and RBBP9 inhibitor -1.
`O=C(NCCCN1CCOCC1)c1ccc(CNS(=O)(=O)c2ccc(F)cc2)cc1` gave BaF3 parental 2, p47phox inh -11, PGE2 EP2 inh 5, Furin inh -22, PPC-1+TRAIL kill 6, Ba/F3 V617F tox 0, p97 ATPase inh 5, Tb hexokinase 1 and RBBP9 inhibitor -5.
C=CCNC(=S)Nc1ccc(Cl)cc1 was read as BaF3 parental 6, p47phox inh 4, PGE2 EP2 inh 4, Furin inh -22, PPC-1+TRAIL kill 37, Ba/F3 V617F tox 4, p97 ATPase inh -2, Tb hexokinase 2 and RBBP9 inhibitor -9.
`CCCCNC(=O)CSc1nc2n[nH]c(C)c2c(=N)n1-c1cccc(Cl)c1C` gave BaF3 parental 7, p47phox inh -9, PGE2 EP2 inh 2, Furin inh -9[20 µM], PPC-1+TRAIL kill -17, Ba/F3 V617F tox 0, p97 ATPase inh 0, Tb hexokinase 3 and RBBP9 inhibitor -2.
Screening Cc1sc(NC(=O)CSC2=NCCS2)nc1-c1ccccc1 returned BaF3 parental 3, p47phox inh -6, PGE2 EP2 inh 13, Furin inh -4[20 µM], PPC-1+TRAIL kill 4, Ba/F3 V617F tox -4, p97 ATPase inh -2, Tb hexokinase -1 and RBBP9 inhibitor -6.
For CCOC(=O)N1CCC(NC(=O)c2cc(S(=O)(=O)N3CCCCC3)ccc2F)CC1 the results were BaF3 parental 8, p47phox inh -1, PGE2 EP2 inh 7, Furin inh -17, PPC-1+TRAIL kill 4, Ba/F3 V617F tox 2, p97 ATPase inh 3, Tb hexokinase 1 and RBBP9 inhibitor -5.

Grouped by structure: those above with fluorine (three)
For O=C1NC(=O)C(c2cn(-c3ccccc3)nc2-c2ccc(F)cc2)N1 (stereo unspecified) the results were BaF3 parental 5, p47phox inh -5, PGE2 EP2 inh 13, Furin inh -19[20 µM], PPC-1+TRAIL kill 24, Ba/F3 V617F tox 1, p97 ATPase inh -1, Tb hexokinase -5 and RBBP9 inhibitor 3.
`O=C(NCCCN1CCOCC1)c1ccc(CNS(=O)(=O)c2ccc(F)cc2)cc1` gave BaF3 parental 2, p47phox inh -11, PGE2 EP2 inh 5, Furin inh -22, PPC-1+TRAIL kill 6, Ba/F3 V617F tox 0, p97 ATPase inh 5, Tb hexokinase 1 and RBBP9 inhibitor -5.
For CCOC(=O)N1CCC(NC(=O)c2cc(S(=O)(=O)N3CCCCC3)ccc2F)CC1 the results were BaF3 parental 8, p47phox inh -1, PGE2 EP2 inh 7, Furin inh -17, PPC-1+TRAIL kill 4, Ba/F3 V617F tox 2, p97 ATPase inh 3, Tb hexokinase 1 and RBBP9 inhibitor -5.

Back to the main list, repeating the two entries before the break.
Screening Cc1sc(NC(=O)CSC2=NCCS2)nc1-c1ccccc1 returned BaF3 parental 3, p47phox inh -6, PGE2 EP2 inh 13, Furin inh -4[20 µM], PPC-1+TRAIL kill 4, Ba/F3 V617F tox -4, p97 ATPase inh -2, Tb hexokinase -1 and RBBP9 inhibitor -6.
For CCOC(=O)N1CCC(NC(=O)c2cc(S(=O)(=O)N3CCCCC3)ccc2F)CC1 the results were BaF3 parental 8, p47phox inh -1, PGE2 EP2 inh 7, Furin inh -17, PPC-1+TRAIL kill 4, Ba/F3 V617F tox 2, p97 ATPase inh 3, Tb hexokinase 1 and RBBP9 inhibitor -5.
O=C(NCc1ccco1)c1c2c(nc3ccccc13)CCC2 was read as BaF3 parental 3, p47phox inh 2, Furin inh -14, PPC-1+TRAIL kill 14, Ba/F3 V617F tox -2, p97 ATPase inh 5, Tb hexokinase 7 and RBBP9 inhibitor -5.
Screening O=C(Cc1ccccc1)NCCSCc1ccccc1 returned BaF3 parental 4, p47phox inh -18, PGE2 EP2 inh 11, Furin inh -11, PPC-1+TRAIL kill 10, Ba/F3 V617F tox 0, p97 ATPase inh -3, Tb hexokinase 25 and RBBP9 inhibitor -8.
O=c1[nH]c2ccccc2[nH]c1=O was read as BaF3 parental 0, p47phox inh -6, PGE2 EP2 inh 6, Furin inh -16, PPC-1+TRAIL kill -1, Ba/F3 V617F tox 0, p97 ATPase inh 3, Tb hexokinase 0 and RBBP9 inhibitor -11.
`CC(C)CN1CCNC(=O)C1CC(=O)NCCc1ccc(C(F)(F)F)cc1` (stereo unspecified) gave BaF3 parental -4, p47phox inh -11, PGE2 EP2 inh 3, Furin inh -32, PPC-1+TRAIL kill -4, Ba/F3 V617F tox -4, p97 ATPase inh 7, Tb hexokinase -7 and RBBP9 inhibitor -4.
For CN(CC(=O)Nc1ccccc1Cl)CC(=O)Nc1c(F)cccc1F the results were BaF3 parental -4, p47phox inh -4, PGE2 EP2 inh 2, Furin inh -26, PPC-1+TRAIL kill 9, Ba/F3 V617F tox -1, p97 ATPase inh -1, Tb hexokinase -6 and RBBP9 inhibitor 4.
CCc1ccc(NC(=O)CSc2nnc(CC)c(CC)n2)cc1 was read as BaF3 parental 5, p47phox inh -4, PGE2 EP2 inh 5, Furin inh -1[20 µM], PPC-1+TRAIL kill 3, Ba/F3 V617F tox 3, p97 ATPase inh -10, Tb hexokinase -2 and RBBP9 inhibitor -13.
For Cc1ccc(CNC(=O)COC(=O)c2ccc(Br)cc2)cc1 the results were BaF3 parental 5, p47phox inh -5, PGE2 EP2 inh 2, Furin inh -21, PPC-1+TRAIL kill 15, Ba/F3 V617F tox 1, p97 ATPase inh 1, Tb hexokinase 0 and RBBP9 inhibitor -9.
Screening CC1CC(C)(C)NC(=S)N1CCCC(=O)Nc1ccccc1F (stereo unspecified) returned BaF3 parental 8, p47phox inh 0, PGE2 EP2 inh 10, Furin inh -24, PPC-1+TRAIL kill -13, Ba/F3 V617F tox 4, p97 ATPase inh 4, Tb hexokinase -4 and RBBP9 inhibitor -5.
For Nc1c(N(C(=O)Nc2ccc(Cl)c(Cl)c2)C2CCCC2)c(=O)[nH]c(=O)n1Cc1ccccc1 the results were BaF3 parental 2, p47phox inh -1, Furin inh -14[20 µM], PPC-1+TRAIL kill 1, Ba/F3 V617F tox -3, p97 ATPase inh 4, Tb hexokinase 1 and RBBP9 inhibitor 4.
`O=C(CSc1ncc(-c2ccc(F)cc2)n1Cc1ccco1)Nc1ccc2c(c1)OCO2` gave BaF3 parental 2, p47phox inh -25, Furin inh -10, PPC-1+TRAIL kill 17, Ba/F3 V617F tox -4, p97 ATPase inh 1, Tb hexokinase 1 and RBBP9 inhibitor -6.
For CCCN1C(=O)CC(c2ccco2)Sc2ccccc21 (stereo unspecified) the results were BaF3 parental 4, p47phox inh -6, PGE2 EP2 inh 6, Furin inh -18, PPC-1+TRAIL kill 2, Ba/F3 V617F tox 1, p97 ATPase inh -1, Tb hexokinase 9 and RBBP9 inhibitor -9.
For S=C(NCCc1c[nH]c2ccccc12)NC1CCCCC1 the results were BaF3 parental 5, p47phox inh 3, PGE2 EP2 inh 5, Furin inh -7, Ba/F3 V617F tox 0, p97 ATPase inh -4, Tb hexokinase 5 and RBBP9 inhibitor -13.

Source: PubChem

The list is partial, so the mix of outcomes need not match the whole.
